Yfh1-depleted yeast: mitochondrial function rescue without frataxin homolog – Friedreich's ataxia, plus single-dose screen, dose response (AID 1465); fold induction at 50 µM, or EC50 in µM where a hit was titrated; S. cerevisiae Yfh1-off respiration, WST-1 reduction, 72 h; higher fold induction means a stronger effect; 220,000 tested, 0.074% active;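 active means fold induction of absorbance versus untreated yeast above a set limit, then at least 30% activation at any dose in follow-up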;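 further: activators that raise dye reduction in frataxin-depleted yeast; strong numbers were not always called active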
NTR1 ag: NTR1-driven beta-arrestin-GFP spot formation – imaging, U2OS cells, high content, primary screen (AID 493036) | agonist mode | P30989 | activation, % at 20 µM | 330,000 tested, 0.17% active;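 active means activation at or above 40% of the spot to cytoplasm intensity ratio, with at least 20 cells analyzed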;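 further: 0% = DMSO without peptide and 100% = 100 nM NTR1 peptide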
Target sequence (P30989 whole entry, looked up): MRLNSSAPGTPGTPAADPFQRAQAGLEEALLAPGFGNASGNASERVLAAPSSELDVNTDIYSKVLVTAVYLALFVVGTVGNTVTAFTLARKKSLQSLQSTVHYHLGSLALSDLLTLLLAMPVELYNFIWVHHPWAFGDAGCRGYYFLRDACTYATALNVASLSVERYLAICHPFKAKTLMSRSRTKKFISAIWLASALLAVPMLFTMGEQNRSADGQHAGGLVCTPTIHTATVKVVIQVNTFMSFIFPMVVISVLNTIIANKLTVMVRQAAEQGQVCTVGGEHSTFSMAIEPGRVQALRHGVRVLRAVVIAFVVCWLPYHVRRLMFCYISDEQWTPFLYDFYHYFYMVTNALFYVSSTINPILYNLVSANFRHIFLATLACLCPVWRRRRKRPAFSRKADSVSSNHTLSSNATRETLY
NOD2 inhibition: NOD2 signaling inhibitors, cell-based, luminescence, uHTS, HEK293 (AID 1566); HEK293 NOD2/NF-kB luciferase reporter, luminescence; higher % means a stronger effect; one-dose inhibition, % at 4 µM; EC50 in µM for titrated hits; 290,000 tested, 0.63% active; further: many of its hits are not listed in these tables
NOD1 NF-kB reporter: inhibition of NOD1-driven NF-kB reporter – cell-based, luminescence, uHTS, primary screen (AID 1578); NOD1-driven NF-kB luciferase reporter cells, luminescence; higher % means a stronger effect; one-dose inhibition, % at 4 µM; EC50 in µM for titrated hits; 290,000 tested, 1% active; in the data active means inhibition mostly above about 36%, no sharp cut-off; inactive means mostly below about 34%;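 further: HEK-293T reporter cells stimulated with the NOD1 agonist gamma-tri-DAP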
KOR beta-arrestin-1: KOR agonists, beta-arrestin recruitment, primary screen, cell-based, luminescence, uHTS (AID 1777). KOR beta-arrestin recruitment, luminescence; higher % means a stronger effect. 280,000 tested, 0.02% active. one-dose activation, % at 10 µM; EC50 in µM for titrated hits; in the data active means activation above about 50%, passing the limit was not always enough; further: a part of the inactive calls stands beside numbers as strong as those of hits
GPR55 activation: selective activators of receptor GPR55 – imaging, U2OS cells, beta-arrestin-GFP redistribution, primary screen (AID 1961); U2OS GPR55 beta-arrestin-GFP redistribution imaging; higher % means a stronger effect; activation, % at 10 µM; hits with a dose series show EC50 in µM; 290,000 tested, 0.048% active;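 active means activation above 40% with more than 50 cells counted in the well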;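 further: U2OS osteosarcoma cells stably expressing GPR55 and beta-arrestin-GFP; plate controls were DMSO negative control for no effect and LPI positive control for full effect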
ER stress rescue: rescue of cells from ER stress-induced death, primary screen, 384-well, CSM14.1, thapsigargin, ATP luminescence (AID 1222). 190,000 tested, under 10 active. CSM14.1 thapsigargin-induced death rescue, ATP luminescence; higher % means a stronger effect. cellular ATP content (survival), % at 20 µM, or EC50 in µM where a hit was titrated;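 active means EC50 below 50 µM in the dose-response confirmation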;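 further: death triggered by thapsigargin at about 15 µM added after 2 h compound pretreatment; cell ATP read after overnight thapsigargin exposure of roughly 18 to 22 hours; normalized against plate controls of thapsigargin alone and 5% DMSO vehicle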
TNAP activation fold: human TNAP enzyme activators, primary screen, biochemical, luminescent, no phosphate acceptor, uHTS (AID 1001) | activation fold at 20 µM, or EC50 in µM where a hit was titrated | purified TNAP, luminescent activation assay, no phosphate acceptor; higher activation fold means a stronger effect | 200,000 tested, 0.03% active; in the data active means activation fold from about 3, or a potency from the dose series; inactive means the rest, 99 in 100 with activation fold below about 1.6; further: many of its hits are not listed in these tables
KOR beta-arrestin-2: kappa opioid receptor blockers – cell-based, luminescence, uHTS (AID 1778); KOR beta-arrestin recruitment, luminescence, antagonist mode; higher % means a stronger effect; inhibition, % at 10 µM, or IC50 in µM where a hit was titrated; 290,000 tested, 0.091% active; further: strong numbers were not always called active
NTR1 ag cell count 20 µM: second read-out of NTR1 ag, no call of its own (marks repeat the call); cell count; measured here: cell count, cytotoxicity flag
Numbers without * were called inactive; i = inactive; . = no result given; [ ] = remark or other dose. Unless noted, no stated cut-off is given here; in the data, active means inhibition above about 50%; inactive means the rest.

SMILES | Yfh1-depleted yeast | NTR1 ag | NTR1 ag cell count 20 µM | NOD2 inhibition | NOD1 NF-kB reporter | KOR beta-arrestin-1 | GPR55 activation | ER stress rescue | TNAP activation fold | KOR beta-arrestin-2
Cc1ccc(C)c(NC(=O)C(Sc2nncn2C)c2ccccc2)c1 (stereo not drawn) | i | -0.2 | 63 | 24% | 5% | -5.1% | 0.2% | 0.4% | 1.1 | -11%
CCn1nccc1C(=O)Nc1ccccc1OC | . | -0.3 | 62 | 16% | 13% | 0.6% | 0.0% | . | . | -42%[20 µM]
CCCCCCCNC(=O)C1(CC2CC(c3ccc(Cl)cc3)=NO2)CCN(C(=O)Cc2ccc(F)cc2)CC1 (stereo not drawn) | . | 2.0 | 75 | -75% | 16% | . | -0.1% | . | . | 16%[20 µM]
Cc1nn(-c2ccc(Cl)cc2)c2sc(C(=O)N3CCN(C(=O)c4ccco4)CC3)cc12 | . | . | . | 5% | -20% | 6.8% | 0.2% | 1.8% | 1.1 | -43%
Cc1cc(NC(=O)CSc2nnc3c(C)cc4ccccc4n23)no1 | i | 0.5 | 50 | 2% | -7% | -5.2% | 0.8% | -0.6% | 1.1 | 6%
Cc1cc(NC(=O)C2CC(=O)OC2c2ccccc2)no1 (stereo not drawn) | i | -1.6 | 80 | 2% | -7% | -2.4% | 0.2% | -2.9% | 1 | -6%
O=C1c2cccc3cccc(c23)C(=O)N1c1nccs1 | i | -0.3 | 65 | -2% | -16% | 3.3% | -0.2% | -0.2% | 1.1 | -15%
Cc1cccc(NCC(=O)N/N=C\c2cccc(Oc3ccccc3)c2)c1 | i | 14 | 94 | 0% | -3% | 10% | -0.2% | -1.4% | 1.2 | -13%
O=C(Nc1nnc(S(=O)(=O)N2CCOCC2)s1)c1ccccc1Cl | . | -0.4 | 93 | 13% | -7% | -0.2% | 0.6% | . | . | 23%[20 µM]
COc1ccc(S(=O)(=O)N2CCN(CC(=O)Nc3ccc(F)c(F)c3)CC2)cc1 | i | 1.1 | 60 | 2% | -18% | -2.5% | 0.2% | -0.1% | 1.1 | 25%
CCOC(=O)c1c(S(=O)(=O)NCC(=O)N2CCN(c3ccccc3OC)CC2)c(C)n(C)c1C | . | -0.5 | 55 | 1% | -26% | -2.2% | 0.0% | . | . | -19%
O=C(NCCc1ccccc1)C(=O)c1c(-c2ccccc2)[nH]c2ccccc12 | i | -0.6 | 56 | 5% | -25% | 1.9% | 0.8% | -3.2% | 1 | -4%
CCOC(=O)N1CCN(C(=O)CN(C)S(=O)(=O)c2ccc3c(c2)C(C)(C)C(=O)N3C)CC1 | . | 0.5 | 89 | 11% | 20% | -0.4% | 0.2% | 1.5% | 1.1 | -11%
CN=C(C)c1c(O)c2ccccc2oc1=O | i | 0.0 | 56 | -10% | 13% | -5.7% | 0.0% | -0.5% | 1.1 | .
CCOc1ccc(C(=O)CSCCC(=O)O)cc1 | i | -1.3 | 55 | 53%* | 29% | -4.8% | 0.5% | -1.2% | 1.1 | 15%
Cn1c(=O)oc2cc(S(=O)(=O)NCc3cccnc3)ccc21 | i | 0.1 | 64 | 14% | -2% | 12% | 0.2% | . | . | -16%
COc1ccc(/C=N/n2cnnc2)cc1COc1ccccn1 | i | -0.4 | 55 | 6% | -24% | -6.0% | 0.0% | -1.4% | 1 | -7%
Cc1cnc(NC(=O)c2ccc(Cl)nc2)s1 | . | 1.5 | 98 | -30% | -3% | 7.4% | -0.2% | . | . | 2%
O=C(O)c1ccc(CN2C(=O)c3ccc(C(=O)O)cc3C2=O)cc1 | . | -0.5 | 91 | 2% | -5% | 2.0% | -0.1% | . | . | -23%
CN1C(=O)CSC1=NC12CC3CC(CC(C3)C1)C2 | i | 1.3 | 39 | 10% | 13% | -6.1% | -0.2% | -1.1% | 1.2 | -18%
CC(=O)Nc1ccc(NC(=O)c2ccc(Cl)nc2)cc1 | i | 1.3 | 50 | 2% | -7% | 0.6% | -0.1% | . | . | 14%
Oc1ccc(/C=N/Nc2ccc(Cl)nn2)cc1O | . | -0.4 | 49 | -20% | -1% | 2.8% | -0.2% | . | . | -5%
C/C(=N\N(c1ccccc1)c1ccccc1)c1ccco1 | i | 6.8 | 54 | 12% | -19% | -8.6% | 0.6% | 2.4% | 1.1 | 4%
Cc1nc2nc(-c3ccc(Cl)cc3)nn2c(C)c1Cl | . | 2.1 | 80 | -51% | -47% | -0.8% | -0.1% | -0.5% | 1.1 | -4%
COc1cc(CCCN2C(N)=NC[C@@H]2c2ccccc2)cc(OC)c1OC | i | -2.5 | 88 | 13% | -6% | 4.2% | -0.1% | . | . | 34%
Cc1cccc(N2CCN(C(=O)C3CCN(S(=O)(=O)c4cccnc4)CC3)CC2)c1C | i | 0.6 | 73 | 8% | 13% | 2.3% | -0.2% | 0.3% | 1 | 7%
CCOc1cc(/C=C2\C(=N)N3N=C(CC)SC3=NC2=O)ccc1OCCOc1ccc(NC(C)=O)cc1 | . | -1.4 | 52 | -24% | 4% | 0.1% | 0.4% | . | . | -34%
Cc1ccc(NC(=O)CC2SC(=NC3CCCCC3)NC2=O)cc1 (stereo not drawn) | i | 2.6 | 34 | -6% | -23% | -1.1% | 1.0% | -2.5% | 1 | -12%
O=C(NCc1ccc2c(c1)OCO2)c1nc(Cn2cc(Br)cn2)no1 | . | -0.2 | 64 | -3% | -28% | -2.0% | -0.1% | . | . | -28%
CC(=O)Nc1cccc(NC(=O)CSc2nnc(NC(=O)c3ccco3)s2)c1 | . | -0.5 | 70 | -14% | -2% | -0.5% | 0.2% | . | . | 10%
O=C(NCc1ccccc1)c1ccc(CS(=O)(=O)c2ccc(Br)cc2)o1 | . | 0.4 | 74 | 17% | -31% | -3.0% | 0.1% | . | . | -28%
Cc1cc(NC(=O)COc2nnc(-c3ccccc3)c3ccccc23)no1 | i | 0.4 | 53 | -8% | -22% | -0.8% | -0.1% | -1.8% | 1 | 18%
CCN1c2ccccc2-c2nc3ccccc3n2C1c1ccco1 (stereo not drawn) | i | 5.3 | 93 | 7% | . | 3.3% | -0.3% | -0.1% | 1.1 | -16%
CC(/C=N/N1CCN(c2ccccc2)CC1)=C\c1ccccc1 | i | 2.6 | 54 | -36% | -9% | 4.0% | -0.1% | -2.1% | 1.1 | -8%
CCOc1ccc(C(=O)c2cc3ccc(O)cc3oc2=O)cc1 | i | -0.9 | 44 | 15% | -9% | -3.5% | 0.0% | 1.1% | 1 | -13%
O=C(NCc1cccnc1)Nc1ccc(Cl)cc1 | . | 0.4 | 57 | 8% | -48% | 1.9% | -0.1% | . | . | -15%
N#Cc1cc2c(nc1SCC(O)CS(=O)(=O)Cc1ccc(Cl)cc1)CCCC2 (stereo not drawn) | i | 11 | 50 | 17% | 1% | -6.8% | -0.1% | -0.6% | 1.1 | -21%
CCOC(=O)Cc1csc(NC(=O)C(NC(=O)C2CCCCC2)C(C)C)n1 (stereo not drawn) | i | 0.2 | 56 | 4% | -17% | -6.8% | 0.0% | -0.5% | 1.1 | 22%
O=C(N/C(=C\c1cn(-c2ccccc2)nc1-c1ccc(Cl)cc1)C(=O)N1CCOCC1)c1ccccc1 | i | 1.1 | 70 | 1% | -16% | -0.6% | -0.1% | 1.4% | 1 | 8%
O=C(Nc1ccc2c(c1)OCO2)c1ccc(COc2ccc3c(c2)CCC3)o1 | i | 5.1 | 48 | -108% | . | 2.6% | 0.6% | -1.0% | 1.1 | 12%
CCCCNCCOCCOc1ccccc1-c1ccccc1 | i | 4.6 | 56 | -28% | -29% | 9.1% | 0.1% | -3.3% | 1.1 | -2%
COC(CNC(=O)c1ccc2c(c1)nc(C)n2-c1ccc(F)c(F)c1)OC | i | -0.8 | 61 | -2% | 4% | -5.0% | -0.3% | -1.3% | 1.1 | -27%
CC(C)OCCCNC(=O)C1CCN(S(=O)(=O)N2CCCC2)CC1 | i | 1.2 | 33 | -9% | -16% | -4.2% | 0.3% | -1.1% | 1.1 | -35%
CCS(=O)(=O)c1ccc2oc(SCC(=O)NC(C)C3CC4CCC3C4)nc2c1 (stereo not drawn) | i | 2.3 | 68 | -3% | 15% | 0.1% | -0.2% | -1.6% | 1.1 | -38%
O=C1c2ccccc2NC(c2ccc(F)cc2)N1Cc1ccco1 (stereo not drawn) | i | 1.4 | 69 | 10% | -5% | -0.3% | -0.1% | -1.4% | 1.1 | 2%

5 structures from above, sorted by SMILES length, ascending:
SMILES | Yfh1-depleted yeast | NTR1 ag | NTR1 ag cell count 20 µM | NOD2 inhibition | NOD1 NF-kB reporter | KOR beta-arrestin-1 | GPR55 activation | ER stress rescue | TNAP activation fold | KOR beta-arrestin-2
O=C(NCc1cccnc1)Nc1ccc(Cl)cc1 | . | 0.4 | 57 | 8% | -48% | 1.9% | -0.1% | . | . | -15%
Cc1cc(NC(=O)COc2nnc(-c3ccccc3)c3ccccc23)no1 | i | 0.4 | 53 | -8% | -22% | -0.8% | -0.1% | -1.8% | 1 | 18%
CCOC(=O)Cc1csc(NC(=O)C(NC(=O)C2CCCCC2)C(C)C)n1 (stereo not drawn) | i | 0.2 | 56 | 4% | -17% | -6.8% | 0.0% | -0.5% | 1.1 | 22%
CCS(=O)(=O)c1ccc2oc(SCC(=O)NC(C)C3CC4CCC3C4)nc2c1 (stereo not drawn) | i | 2.3 | 68 | -3% | 15% | 0.1% | -0.2% | -1.6% | 1.1 | -38%
O=C(N/C(=C\c1cn(-c2ccccc2)nc1-c1ccc(Cl)cc1)C(=O)N1CCOCC1)c1ccccc1 | i | 1.1 | 70 | 1% | -16% | -0.6% | -0.1% | 1.4% | 1 | 8%

Remaining list, next part
SMILES | Yfh1-depleted yeast | NTR1 ag | NTR1 ag cell count 20 µM | NOD2 inhibition | NOD1 NF-kB reporter | KOR beta-arrestin-1 | GPR55 activation | ER stress rescue | TNAP activation fold | KOR beta-arrestin-2
COc1nc2c(C)cccc2cc1-c1noc(-c2ccncc2)n1 | . | . | . | -42% | 29% | 5.0% | -0.2% | -0.9% | 1 | -18%
C/C(=N\NC(=O)C1CC1)c1cccs1 | i | 0.1 | 54 | -1% | -18% | 2.1% | -0.5% | -0.2% | 1.1 | -19%
CCC1(c2ccc(Cl)cc2)NC(=S)N(c2ccc(C)cc2)N1 (stereo not drawn) | i | 2.0 | 30 | -88% | -71% | -2.5% | -0.2% | -0.4% | 0.9 | 36%
Nc1ccc(Br)cc1C(NCC(=O)O)c1ccccc1 (stereo not drawn) | i | 0.0 | 26 | -65% | -19% | -1.3% | -0.1% | -0.9% | 1.1 | -17%
CC(NS(=O)(=O)c1ccc2[nH]c(=O)c(=O)[nH]c2c1)C(=O)O (stereo not drawn) | i | -1.1 | 52 | 11% | -25% | -1.0% | -0.2% | 0.8% | 1.1 | -1%
FC(F)(F)c1ccccc1NC(=S)N1CCN(c2ncccn2)CC1 | i | 1.5 | 45 | 20% | -2% | -3.1% | -0.1% | -2.1% | 1.1 | 11%

Shown as a hit in NOD2 inhibition, among the entries above:
| SMILES | NOD2 inhibition | NOD1 NF-kB reporter | KOR beta-arrestin-1 | GPR55 activation | TNAP activation fold | KOR beta-arrestin-2 |
| --- | --- | --- | --- | --- | --- | --- |
| CCOc1ccc(C(=O)CSCCC(=O)O)cc1 | 53%* | 29% | -4.8% | 0.5% | 1.1 | 15% |

Assay outcomes as filed in PubChem.

An excerpt; the hit share may differ from the screen's.
